Screening results deposited in PubChem by The Scripps Research Institute Molecular Screening Center.
Tn6 DDE FP = inhibitors of Tn6 peptide binding to fibrin DD(E), primary screen, biochemical, fluorescence polarization, human fibrin, Tn6 probe; Fibrin DD(E) TRITC-Tn6 fluorescence polarization displacement; hit rate 0.21% among 370,000; Fibrinogen beta chain (Homo sapiens), P02675; inhibition, % at 8.3 µM;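 active means inhibition above a per-campaign cutoff: mean of compounds within control limits plus 3 SD, cut at about 15% in these data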;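 further: 0% = median of all compound wells on the plate and 100% = blocking peptide control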
SIAE inh = human SIAE inhibitors, primary screen, biochemical, fluorescence polarization, FP-Rh probe, 1536-well HTS | Sialate O-acetylesterase (Homo sapiens), Q9HAT2 | SIAE FP-Rh probe binding | inhibition, % at 9.66 µM | hit rate 0.69% among 370,000 | AID 1053197, 2014;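 active means inhibition above a cutoff: mean of compounds within the control limits plus 3 SD of those, cut at about 17% in these data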;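 further: 0% = plate median of compound wells and 100% = probe without SIAE protein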
PRMT1 inh = PRMT1 methyltransferase inhibitors, primary screen, biochemical, fluorescence polarization. Protein arginine N-methyltransferase 1 (Homo sapiens), Q99873. recombinant PRMT1, activity-based probe fluorescence polarization. inhibition, % at 2.79 µM. hit rate 1.3% among 370,000. AID 652257, 2013;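 active means inhibition above about 21% made by adding two undisclosed values, limit read from the data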
LEDGF integ inh = blockers of LEDGF/p75-dependent integrase strand transfer – biochemical, TR-FRET, high throughput, primary screen | HIV-1 integrase (with human LEDGF/p75) | TR-FRET IN-LEDGF/p75 DNA integration, Eu/Cy5 | inhibition, % at 3.7 µM | hit rate 0.64% among 370,000 | AID 743269, 2014;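 active means inhibition above the screen-wide mean plus 3 SD, cut at about 13% in these data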;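 further: signal is the Cy5 over europium emission ratio at 671 and 618 nm; 0% = plate median of compound wells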
TCR-CD3 inh = inhibitors of human TCR-CD3 interaction, primary screen, biochemical, fluorescence, TAMRA-labeled TCR probe | T-cell receptor (TCR) | inhibition, % at 9.4 µM | hit rate 0.37% among 360,000; in the data active means inhibition above about 19%;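 further: recombinant mutant TCR 2C K166C tagged with TAMRA read by polarization; 0% = receptor in buffer alone and 100% = receptor with positive control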
proKLK7 act = proKLK7 zymogen activators, primary screen, biochemical, fluorescence intensity; hit rate 0.9% among 370,000; AID 652039, 2013; Kallikrein-7 (Homo sapiens), P49862; activation, % at 7 µM; purified proKLK7, EDANS-DABCYL substrate fluorescence; 100% is mature enzyme control, 0% vehicle;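 active means activation above the mean of all tested compounds plus 3 SD, computed per campaign excluding outliers beyond control limits, cut at about 13% in these data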
Target sequence (P49862 whole entry, looked up): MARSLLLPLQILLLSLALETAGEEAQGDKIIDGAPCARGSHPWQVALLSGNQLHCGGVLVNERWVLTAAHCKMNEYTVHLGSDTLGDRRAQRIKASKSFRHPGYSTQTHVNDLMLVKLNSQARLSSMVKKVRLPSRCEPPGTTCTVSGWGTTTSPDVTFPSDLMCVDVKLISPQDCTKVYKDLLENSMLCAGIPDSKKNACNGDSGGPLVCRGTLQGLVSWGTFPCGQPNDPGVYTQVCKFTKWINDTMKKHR
Tn7 DDE FP = inhibitors of Tn7 peptide binding to fibrin DD(E), primary screen, biochemical, fluorescence polarization, human fibrin, Tn7 probe; Fibrinogen beta chain (Homo sapiens), P02675; FP displacement of FITC-Tn7 peptide from fibrin DD(E); 0% = median of compound wells per plate; inhibition, % at 8.3 µM; hit rate 0.13% among 370,000;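 active means inhibition above the mean of compounds falling within the control limits plus 3 SD of them, cut at about 14% in these data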;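 further: 0% = plate median of compound wells and 100% = 10 µM Aha-Tn7 peptide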
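Assay system: Human fibrin DD(E) protein | Medium: Tris buffer with calcium and detergent, pH 7.8 | Reagent: 0.1 µM fluorescent Tn7 | Compound dosing: Single point at 8.3 µM | Times: 10 min preincubation, 3 h with tracer, room temperature | Detection: Fluorescence polarization of the labelled Tn7 tracer | Controls: Aha-Tn7 high control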
UHRF1 MBD2 ctr = UHRF1 methylated DNA binding inhibitors, primary screen, counter-screen for MBD2 inhibitor project, biochemical, TR-FRET, human UHRF1, single concentration | E3 ubiquitin-protein ligase UHRF1 (Homo sapiens), Q96T88 | UHRF1 binding to methylated oligo | inhibition, % at 4.4 µM | hit rate 0.75% among 370,000 | AID 687016, 2013; in the data active means inhibition above about 21%;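 further: UHRF1 SRA domain binding a hemimethylated CpG hairpin DNA probe; 0% = median of test compound wells and 100% = reference inhibitor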
TDP2 inh = human TDP2 enzyme inhibitors, primary screen, biochemical, epi absorbance, recombinant enzyme. Tyrosyl-DNA phosphodiesterase 2 (Homo sapiens), O95551. T5PNP hydrolysis, p-nitrophenol absorbance 415 nm. inhibition, % at 12.8 µM. hit rate 0.34% among 370,000;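 active means inhibition above the mean of all tested compounds plus 3 SD, set per campaign, cut at about 25% in these data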;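 further: 0% = DMSO with enzyme and 100% = buffer with substrate but no TDP2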
Target sequence (O95551 whole entry, looked up): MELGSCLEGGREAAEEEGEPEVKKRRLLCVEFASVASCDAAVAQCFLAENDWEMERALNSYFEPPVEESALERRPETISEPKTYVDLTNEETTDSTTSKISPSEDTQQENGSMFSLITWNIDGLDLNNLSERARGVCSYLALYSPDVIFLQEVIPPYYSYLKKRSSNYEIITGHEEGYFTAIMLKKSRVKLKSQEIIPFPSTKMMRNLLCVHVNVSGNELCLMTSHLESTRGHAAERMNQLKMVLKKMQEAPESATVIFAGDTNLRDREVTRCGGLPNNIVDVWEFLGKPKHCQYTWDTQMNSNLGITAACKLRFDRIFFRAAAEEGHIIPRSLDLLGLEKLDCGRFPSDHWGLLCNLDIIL
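System – recombinant human TDP2 · Quantity – TDP2 enzyme at 120 nM final · Doses – single concentration, 12.8 µM nominal, with 1% DMSO · Incubation – 2 h at 37 °C · Measured by – epi absorbance of p-nitrophenol freed from T5PNP by hydrolysis · Read-out – % inhibition relative to enzyme-containing and enzyme-free wells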
MBD2 DNA inh = inhibitors of MBD2 binding to methylated DNA, primary screen, biochemical, TR-FRET, DNA-binding domain, human. Methyl-CpG-binding domain protein 2 (Homo sapiens), Q9UBB5. inhibition, % at 4.4 µM. AID 686964, 2013. hit rate 0.31% among 370,000. MBD2 binding to methylated oligonucleotide; in the data active means inhibition above about 13%
Target sequence (Q9UBB5 whole entry, looked up, the tested form may be a part): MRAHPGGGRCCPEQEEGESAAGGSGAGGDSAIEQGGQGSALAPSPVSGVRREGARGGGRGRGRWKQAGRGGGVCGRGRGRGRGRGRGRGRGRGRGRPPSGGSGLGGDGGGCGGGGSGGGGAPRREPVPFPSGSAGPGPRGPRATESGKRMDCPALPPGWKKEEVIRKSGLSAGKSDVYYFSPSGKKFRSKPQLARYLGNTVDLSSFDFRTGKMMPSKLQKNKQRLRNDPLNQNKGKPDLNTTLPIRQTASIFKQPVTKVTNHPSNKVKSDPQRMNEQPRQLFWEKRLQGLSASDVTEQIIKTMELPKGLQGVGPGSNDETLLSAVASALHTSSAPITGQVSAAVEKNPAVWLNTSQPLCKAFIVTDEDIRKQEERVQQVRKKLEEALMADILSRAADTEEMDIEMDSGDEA
The depositor's hits bear a star.

SMILES	Tn6 DDE FP	SIAE inh	PRMT1 inh	LEDGF integ inh	TCR-CD3 inh	proKLK7 act	Tn7 DDE FP	UHRF1 MBD2 ctr	TDP2 inh	MBD2 DNA inh
C/C(=C(\C#N)C(=O)NC1CCCCC1)N(C)C	1	-7	0	-1	-3	0.1	2	2	13	-2
CCN(c1cccc(C)c1)c1nc2ccsc2c(=O)s1	5	-1	-2	-4	7	0.5	9	-4	8	-1
CCOC(=O)c1ccc(N=Nc2c(C)[nH]n(-c3ccccc3)c2=O)cc1	-2	-2	-4	0	1	-0.4	-3	-2	-10	2
O=C(CSc1nnc(-c2cccs2)n1-c1ccccc1)N1CCCC1	-1	1	3	0	6	-0.3	2	0	6	-1
CN1CCN(S(=O)(=O)c2ccc(NC(=S)NC(=O)C(C)(C)C)cc2)CC1	-1	5	-3	-2	1	0.0	-4	0	1	-2
Clc1ccc(CN=C2Nc3ccccc3CS2)cc1	-3	8	-2	4	4	0.6	4	1	1	-3
COc1ccc(C(=O)OCC(=O)Nc2ccc(OC)c(S(=O)(=O)N3CCCCC3)c2)cc1[N+](=O)[O-]	-5	-5	5	3	-8	0.6	2	4	-8	0
COc1cc2cc(CN(Cc3cccnc3)C(=O)Nc3ccccc3F)c(=O)[nH]c2cc1OC	1	0	6	-2	-7	-0.8	1	2	4	0
Cc1cc(-n2nnc3ccccc32)nc2ccccc12	3	-11	0	0	1	0.4	0	-2	5	4
Cc1cc(-c2n[nH]c(=S)n2/N=C/C=C/c2ccccc2)n[nH]1	2	7	6	-1	7	-0.6	-4	0	4	0
Cn1nnc2c(NCc3ccco3)nccc21	3	3	-2	-2	2	1.5	3	-2	-8	-3
CCC(=O)c1ccc(OCC(=O)OCC(=O)Nc2cccc(S(=O)(=O)N3CCCC3)c2)cc1	-4	-7	1	-8	-2	-0.3	4	2	-1	1
COc1ccc(S(=O)(=O)N2CN3CCN(C3)C2)cc1	0	5	1	0	-2	-0.4	1	-3	21	1
Cc1ccc(Nc2nc3nonc3[nH]c2=O)cc1	4	-3	-2	1	2	0.6	-1	-1	7	-4
CC(OC(=O)Cn1cnc2c1c(=O)n(C)c(=O)n2C)C(=O)NC1CCCCC1C (configuration not stated)	-5	-3	0	0	-1	0.1	-1	0	-16	-3
COc1cc(-c2nn3c(-c4cccc(C)c4)nnc3s2)cc(OC)c1OC	6	-6	1	-2	-3	-0.1	-3	-4	-12	2
O=C(Nc1ccc(NC(=O)c2ccc(Cl)c(S(=O)(=O)N3CCOCC3)c2)cc1)c1ccccc1	-9	3	2	-3	-7	0.0	-6	2	-3	3
CCCCOC(=O)c1ccc(NC(=O)COC(=O)CSc2nc(C)cc(C)n2)cc1	-11	1	0	2	4	0.2	-1	0	8	-5
CC(=O)Nc1ccc(N2N=C(C)C(N=Nc3ccccc3)C2=O)cc1 (configuration not stated)	3	11	1	1	-3	0.2	6	-4	-9	-7
O=C(OCn1nnc2ccccc2c1=O)c1ccc(N2CCOCC2)c([N+](=O)[O-])c1	4	-1	-1	7	-5	-0.1	2	-6	-6	-6
CCCCc1c(O)nc2sccn2c1=O	-3	4	0	2	4	-0.1	-11	3	-10	-3
CCOC(=O)/C=C/c1ccc2c(c1)S(=O)(=O)N(c1cccc(OC)c1)[C@H]2CC(=O)OCC	6	-5	2	3	4	0.7	7	-2	-3	-3
COc1cccc(/C=C/C(=O)OCC(=O)NC2CCCCCCC2)c1	6	-1	-1	0	2	-0.3	3	-1	1	2
O=C(CNC(=O)c1ccccc1)N=Nc1c(O)[nH]c2ccc(Br)cc12	2	-14	2	1	3	0.5	2	-4	7	0
CCCCC(CC(O)COCC(C)C)C(=O)NNC(=S)Nc1ccccc1 (configuration not stated)	-1	1	0	-2	-6	1.0	4	-2	5	-1
CCOC(=O)c1c(NC(=O)CC)sc(C(C)=O)c1C	-9	-2	-2	2	2	-0.3	4	-11	7	2
CCCCCNC(=O)C(c1ccc(C(F)(F)F)cc1)n1c(=O)c(-c2ccco2)nc2ccccc21 (configuration not stated)	-5	-5	25*	10	-4	-0.6	4	21*	15	8
O=C(CSc1ncccn1)NC(=O)Cc1ccccc1	1	8	1	-2	-2	-0.1	-1	-1	11	0
C=CCNC(=S)Nc1ccc2nsnc2c1	-5	7	-2	-3	2	0.1	-2	-6	9	-4
Cc1cccc2sc(=S)[nH]c12	3	12	28*	0	-1	-0.1	5	5	3	7
COc1cccc(CN(CC(=O)NC2CCCC2)C(=O)c2csnn2)c1	-1	-3	2	-1	-3	0.1	7	0	-8	2
Cc1ccc(N=Cc2ccc[nH]2)c(O)c1	4	-4	6	4	-12	0.2	-1	-5	-2	-6
CC(=O)Oc1ccc2nc(-c3ccc(Br)o3)oc(=O)c2c1	-9	3	4	0	4	-0.5	2	2	10	-4
CC(C)CC1c2[nH]c3ccccc3c2CCN1C(=O)C1CCOCC1 (configuration not stated)	4	0	0	1	10	5.7	-2	1	-1	-3
CCOc1ccccc1OCCC(=O)OCC(=O)c1ccc[nH]1	4	4	-3	-2	1	-0.5	-4	-1	2	0
CCOCCCN(C(=O)c1snc(C(N)=O)c1N)C(C(=O)NC1CCCC1)c1ccc(O)c(OC)c1 (configuration not stated)	7	2	-4	2	4	2.9	-3	-4	2	-3
CCN(C(=O)CSc1nnc(C)n1-c1ccccc1)C1CCS(=O)(=O)C1 (configuration not stated)	-1	0	-10	0	6	-0.3	-4	-1	11	-5
Cc1cccc(C)c1NC(=O)C1(C)CSCC(=O)N1CCc1c[nH]c2ccccc12 (configuration not stated)	-1	2	4	3	-6	0.4	-2	2	-19	-2
O=C(c1ccc(COc2ccccc2Br)cc1)N1CCCCCC1	-6	0	-1	-2	9	-0.1	-10	0	4	2
O=C(O)c1c[nH]ccc1=O	3	0	1	0	0	-0.3	-1	-3	9	2
CCOC(=O)c1sc(NC(=O)CSc2nc(C)cc(C(F)(F)F)n2)c(C#N)c1C	2	-2	7	1	6	0.4	7	-2	-1	-4
Cc1ccc(-c2nnc(Nc3ccc(O)cc3)c3ccccc23)cc1S(=O)(=O)NCCO	-2	4	2	2	-7	0.8	2	2	-5	6
COc1cc(-c2cc(=O)c3ccc(O)cc3o2)cc(OC)c1OC	-2	-3	14	3	-6	15*	4	4	3	6
COc1cc2c(cc1OC)C(COc1ccc(F)cc1)N(C(=O)c1ccco1)CC2 (configuration not stated)	0	-3	2	-2	-7	0.4	4	1	1	2
O=C(CNC(=O)c1ccccc1F)NCCCN1CCCC1=O	-9	3	2	-1	-1	-0.5	-3	1	6	10
CC(=O)N1CCc2cc(C(=O)CN3CCN(c4ccccc4F)CC3)ccc21	1	6	-1	3	-4	0.0	5	-2	3	-7
COc1ccc2c(c1)c(C(=O)CN1CCC3(CC1)OCCO3)c(C)n2C	6	13	-6	-2	-2	-0.2	-2	3	2	1
CC1CCCN(C(=O)C2CCN(S(=O)(=O)c3cccc4cccnc34)CC2)C1 (configuration not stated)	-6	0	-4	-2	2	-0.1	7	3	-2	1
CCOc1ccc(N/C(C)=C\C(=O)c2ccc3c(c2)OCCO3)cc1	5	6	-2	-2	-4	1.1	-2	3	-5	0
COC(=O)C1C(=O)N(S(=O)(=O)c2ccc([N+](=O)[O-])cc2)c2ccccc21 (configuration not stated)	5	3	-1	-3	6	0.0	-5	-2	2	-3
CC(C)NC(=O)C1(C)CN(S(C)(=O)=O)CC(=O)N1CCOc1ccccc1 (configuration not stated)	-11	5	-3	3	-1	-0.1	-5	40*	0	-5
CC(C)=CCCC1(C)C=Cc2c(ccc3c2[nH]c2cc(O)c(C)cc23)O1 (configuration not stated)	-8	21*	2	2	-10	-0.4	-6	0	-4	7
CCSc1nnc(NC(=O)c2nn(C(C)C)c(=O)c3ccccc23)s1	3	-6	-3	1	8	0.9	3	-3	2	1
CC(=O)Nc1ccc(-c2ccnc3c2CC(C)(C(=O)NCc2ccc(N(C)C)cc2)O3)cc1 (configuration not stated)	2	-4	0	-2	-2	1.0	2	0	-1	-5
COc1ccccc1CCn1cnc(-c2ccc(OC)c(OC)c2)c1CC(C)C	-2	8	-2	1	-7	0.6	9	1	-4	3
Cc1cc(N2C(=O)c3ccc(C(=O)Nc4ccc(O)cc4C(=O)O)cc3C2=O)no1	1	5	6	-2	-1	0.1	-1	5	4	-1
CCOC(=O)c1sc2cc([N+](=O)[O-])cc(SCC(=O)OC)c2c1N	5	-3	23*	-2	-4	-0.3	2	-2	5	-1
CCOc1ccc(/C=C/C2=Cc3c(sc(NC(=O)CSc4n[nH]c(N)n4)c3C#N)C(C)(C)C2)cc1	-12	-14	33*	6	-3	0.3	-3	1	-14	-3
CCOc1ccc2nc(N(CCN(CC)CC)C(=O)c3cccc([N+](=O)[O-])c3)sc2c1	1	7	2	-5	-6	-0.1	9	1	1	1
Cc1ccc(S(=O)(=O)NN2C(=O)c3ccccc3NC2c2ccccc2O)cc1 (configuration not stated)	8	7	-2	-3	6	2.7	4	-2	3	-2
NNc1ncnc2c1cnn2-c1ccccc1	8	-4	-5	-6	-4	-0.4	-2	-6	5	1
NC(=O)CSc1nnc(-c2ccco2)n1N	7	5	0	0	9	0.2	-6	1	2	-4

Printed as active in SIAE inh, among the entries above:
| mol | Tn6 DDE FP | SIAE inh | PRMT1 inh | LEDGF integ inh | TCR-CD3 inh | proKLK7 act | Tn7 DDE FP | TDP2 inh | MBD2 DNA inh |
| --- | --- | --- | --- | --- | --- | --- | --- | --- | --- |
| CC(C)=CCCC1(C)C=Cc2c(ccc3c2[nH]c2cc(O)c(C)cc23)O1 (configuration not stated) | -8 | 21* | 2 | 2 | -10 | -0.4 | -6 | -4 | 7 |
